# Screens deposited in PubChem BioAssay by National Center for Advancing Translational Sciences (NCATS).
# EPAC1 antagonist = antagonists of human EPAC1; actives 0.14% (n = 360,000); Potency, µM (titrated, usually from 115 µM), for inactives: at the top dose activity change, negative = inhibition, actives largely listed as inhibitors; O95398; EPAC1 GEF assay, Rap1b-BODIPY-GDP exchange fluorescence;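 further: plate controls were vehicle for no effect and positive control for full effect; nearly all actives have a fitted effect of over 50% in size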
# aSyn rescue = alpha-synuclein toxicity inhibition in yeast; Yeast expressing alpha-synuclein, growth rescue, BacTiter-Glo, 24 h; Potency, µM (doses to about 46.1 µM), without a hit: at the highest dose growth rescue (activation), usual class: activators; actives 0.14% (n = 370,000); further: % of control where 0% means no effect; nearly all actives have a fitted effect of over 65% in size
#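 Screening used galactose-induced yeast with toxic alpha-synuclein levels, exposed to compound for 24 hr at 30 deg C. Cell growth, read with BacTiter-Glo luminescence, gave the measured signal.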
# EPAC2 antag = blocks human EPAC2 exchange factor; actives 0.18% (n = 360,000); Potency, µM (titrated, usually from 114 µM), without a hit: at the highest dose activity, negative = inhibition, usual class: inhibitors; AID 720708; Q8WZA2; EPAC2 GEF exchange of Rap1B-BODIPY-GDP, fluorescence; further: on the % scale 0 is the no-effect control and ±100 the full control effect; nearly all actives have a fitted effect of over 45% in size; many of its hits are not listed in these tables
# Target sequence (Q8WZA2 whole entry, looked up): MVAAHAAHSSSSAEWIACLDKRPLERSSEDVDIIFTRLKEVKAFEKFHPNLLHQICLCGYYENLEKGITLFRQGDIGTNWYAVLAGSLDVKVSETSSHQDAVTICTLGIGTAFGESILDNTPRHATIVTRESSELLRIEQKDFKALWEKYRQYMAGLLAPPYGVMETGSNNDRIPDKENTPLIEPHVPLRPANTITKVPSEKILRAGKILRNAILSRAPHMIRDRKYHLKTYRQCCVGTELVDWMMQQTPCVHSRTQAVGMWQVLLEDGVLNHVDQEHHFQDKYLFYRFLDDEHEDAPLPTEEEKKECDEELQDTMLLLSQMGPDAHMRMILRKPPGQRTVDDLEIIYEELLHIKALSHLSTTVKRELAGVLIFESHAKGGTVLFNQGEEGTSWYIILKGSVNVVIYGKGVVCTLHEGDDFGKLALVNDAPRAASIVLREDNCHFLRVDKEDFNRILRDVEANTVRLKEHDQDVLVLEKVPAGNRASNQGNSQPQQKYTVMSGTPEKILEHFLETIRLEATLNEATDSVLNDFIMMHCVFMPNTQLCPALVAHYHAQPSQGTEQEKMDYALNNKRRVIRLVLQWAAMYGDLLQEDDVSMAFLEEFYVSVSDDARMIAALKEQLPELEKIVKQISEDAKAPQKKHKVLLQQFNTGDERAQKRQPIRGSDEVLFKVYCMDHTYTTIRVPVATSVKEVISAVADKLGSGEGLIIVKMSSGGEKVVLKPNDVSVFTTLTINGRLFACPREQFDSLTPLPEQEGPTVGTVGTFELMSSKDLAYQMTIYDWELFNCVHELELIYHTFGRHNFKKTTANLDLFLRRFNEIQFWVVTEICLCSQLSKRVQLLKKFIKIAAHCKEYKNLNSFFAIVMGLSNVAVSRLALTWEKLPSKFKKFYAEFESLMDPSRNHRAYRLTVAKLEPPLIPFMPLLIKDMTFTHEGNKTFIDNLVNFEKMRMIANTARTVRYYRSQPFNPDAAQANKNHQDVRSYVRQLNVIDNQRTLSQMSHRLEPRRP
# EPAC1 agonist = EPAC1 (human) agonism. O95398. EPAC1 agonist qHTS, biochemical assay; response scale: 100% = response to 6.5 mM cAMP. Potency, µM (top dose mostly 154 µM), without a hit: at the top dose activation, hits mostly activators. actives 0.073% (n = 360,000). AID 720707; further: nearly all actives have a fitted effect of over 60% in size
#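 Nucleotide exchange by EPAC1 (100 nM) on Rap1B–BODIPY-GDP (250 nM) in the presence of 50 uM GDP is tracked fluorescently at 480/540 nm over 30 min. Signals are normalized to a 6.5 mM cAMP control.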
# PTHR1 ag = agonists of human PTHR1 parathyroid hormone receptor; HEK293 GP2 PTHR1 cells, GloSensor cAMP luminescence, 1 h; Potency, µM (top dose mostly 115 µM), inactives show top-dose activation, actives largely listed as activators; actives 0.075% (n = 410,000); further: nearly all actives have a fitted effect of over 55% in size; some results filed as inactive show a strong effect at the top dose; inactives centre near -15; many of its hits are not listed in these tables
#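 HEK-293-derived GP2 cells expressing PTHR1 and a GloSensor cAMP reporter, 3,000/well, plated overnight, given luciferin plus IBMX (each 0.5 mM as added) for 1 h at 37 °C, then compound for 1 h at 37 °C. Luminescence was read after 15 min at room temperature.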
# EPAC2 agonist = agonists of human EPAC2 (RAPGEF4) | Potency, µM (doses to about 154 µM), for inactives: top-dose activation, actives largely listed as activators | AID 720711 | actives 0.079% (n = 360,000) | EPAC2 activation, biochemical qHTS; response scale: 100% = 6.5 mM cAMP response | Q8WZA2; further: nearly all actives have a fitted effect of over 50% in size
#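 Nucleotide exchange monitored as fluorescence drop when BODIPY-GDP leaves Rap1B. Reaction: 100 nM EPAC2, 250 nM RAP1B-BODIPY-GDP, 50 uM GDP, room temperature, kinetic read over 30 min. Activity expressed relative to 6.5 mM cAMP.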
# TDP43 rescue = TDP-43 toxicity inhibition in yeast; Potency, µM (top dose mostly 46.1 µM), without a hit: at the top dose growth rescue (activation), usual class: activators; TDP-43 expressing yeast growth rescue, BacTiter-Glo, 24 h; AID 652104; actives 1.8% (n = 410,000); further: % of control where 0% means no effect; nearly all actives have a fitted effect of over 50% in size
#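 Galactose-induced TDP-43 yeast, OD600=0.02, compound pinned; 24 hr, 30 deg C; BacTiter-Glo luminescence for growth. Inhibitors of TDP-43 toxicity read as activators.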
# FUS suppressor = rescues growth of FUS-expressing yeast. S. cerevisiae FUS-expressing, growth rescue, OD600, 24 h. Potency, µM (doses to about 76.6 µM), without a hit: at the top dose growth rescue (activation), actives largely listed as activators. actives 0.24% (n = 390,000). AID 1347120;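 further: plate controls were DMSO vehicle for no effect and reference control for full effect; nearly all actives have a fitted effect of over 55% in size; some results filed as inactive show a strong effect at the top dose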
#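 Steps: raffinose overnight preculture; dilution to OD 0.005 in 2% galactose minimal medium; compound addition (concentration series); 24hr at 30C, 99% humidity; absorbance read at 600 nm.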
# Active calls of the source: *; i = inactive; ? = inconclusive; · = no result given; [ ] = another dose, or the depositor's remark. The call rests on the fitted dose curve; in most records, active means well fitted curve in the direction sought with a large enough effect; inconclusive means small, poorly fitted or top-dose-only effect, or another doubt; inactive means no such curve, though single readings can be large; an effect the other way counts as inactive or inconclusive. Potency means the concentration at half of the fitted maximal effect. The list is partial; count on the stated rates, not on these rows.
SMILES | TDP43 rescue | EPAC1 antagonist | EPAC2 antag | PTHR1 ag | EPAC2 agonist | EPAC1 agonist | aSyn rescue | FUS suppressor
Cc1ccccc1CC(=O)N1CCCC(CNC(=O)c2ccc(F)cc2)C1 (centres undefined) | 6.3% | 0.3% | 6.1% | -0.1% | -0.6% | -0.9% | 0.4% | 8.4%
COc1ccccc1CNC(=O)CCc1c(C)nc2c(c(C)nn2-c2ccc(C)c(C)c2)c1C | 9.3% | · | · | -15.3% | · | · | -0.5% | -13.8%
Cc1c(C(=O)N2CCCCC2)sc(N)c1C#N | 9.5% | -4.1% | 13.0% | i | 11.0% | -8.8% | 1.3% | -16.8%
CCOC(=O)C1CCCCN1Cc1cccc(OCc2ccccc2)c1 (centres undefined) | 8.2% | -0.9% | -10.8% | -10.2% | 13.0% | 0.7% | 1.8% | -4.0%
COCCSc1nnc(NC(=O)C2CC(=O)N(C3CCCC3)C2)s1 (centres undefined) | 15.0% | -17.6% | 2.2% | i | 6.6% | 2.1% | 1.6% | 9.0%
NC(=O)c1ccc(NC(=O)CSc2nnc(-c3ccncc3)n2Cc2ccco2)cc1 | 10.5% | 5.4% | 13.7% | i | 7.9% | 2.7% | 0.3% | -9.2%
O=C(Nc1nncs1)c1ccccc1Br | -16.4% | -0.8% | 3.8% | i | -0.9% | -8.6% | -13.2% | -0.7%
COc1ccc(-c2onc(C)c2-c2cscn2)c(O)c1 | 8.4% | -19.6% | -23.3% | i | 9.9% | 1.9% | -8.3% | 9.7%
CCOC(=O)C1CCN(Cc2cccc(OCc3ccccc3)c2)CC1 | 8.3% | -5.0% | 3.7% | -23.2% | 8.1% | -7.7% | -1.6% | -1.0%
Cc1nc(C)c(-c2csc(Nc3ccc(S(N)(=O)=O)cc3)n2)s1 | -23.3% | -2.4% | 5.7% | -28.5% | -2.8% | -5.9% | 9.7% | -0.7%
CCc1ccc(N(CC(=O)Nc2sc3c(c2C(=O)OC)CCCC3)S(C)(=O)=O)cc1 | 21.9% | -5.2% | 6.6% | -0.6% | 8.6% | -2.5% | 5.4% | ·
CCOC(=O)c1c(NC(=O)CCN2C(=O)c3cccc([N+](=O)[O-])c3C2=O)sc(C(=O)OC(C)C)c1C | 11.0% | -1.7% | 1.9% | i | -17.0% | -2.7% | 0.3% | -3.1%
Cc1ccc(NC(=O)COC(=O)CCC(=O)c2cccs2)cc1S(=O)(=O)N1CCOCC1 | -15.4% | -3.8% | -0.7% | i | 1.5% | -8.2% | -14.0% | 20.7%
CCCc1nc2cc3c(cc2[nH]1)n(C)c(=O)n3C | 2.9% | 2.8% | 1.4% | i | 5.5% | 3.7% | -1.9% | -9.2%
COc1cc(CN(C)C)cc(C=O)c1O | -18.7% | -29.5% | -3.5% | i | 7.1% | 8.7% | -2.7% | 21.7%
CCn1ccc2cc(S(=O)(=O)N3CCCN(C(=O)Nc4ccccc4C(F)(F)F)CC3)ccc21 | ? | · | · | i | · | · | 1.4% | 20.9%
Cc1ccc(-c2nnc(SCc3nc(N)nc(Nc4ccccc4C)n3)n2N)cc1 | 27.6% | -7.0% | 6.0% | i | 0.9% | 4.3% | 0.3% | 5.3%
CC(C)CC(OC(=O)c1cccs1)C(=O)NCc1ccco1 (centres undefined) | 10.2% | -8.0% | -2.2% | -12.6% | 1.3% | -1.0% | 22.9% | 23.0%
Cc1ccc(C(=O)CSc2ccc(-c3cccnc3)nn2)cc1 | -18.7% | 16.0% | 3.3% | -0.9% | 5.1% | 0.6% | 1.1% | 29.9%
Cc1ccccc1-c1nc(CS(=O)CC(=O)NCCN2CCN(Cc3ccccc3)CC2)c(C)o1 (centres undefined) | -16.5% | 20.3% | 9.9% | i | 6.7% | -4.3% | 0.4% | 15.4%
CCn1c2ccccc2c2c3ncc4cccn4c3ccc21 | 22.0% | 4.3% | 5.8% | -16.7% | 7.4% | 1.9% | 19.6% | ?
Fc1ccc(CSc2ncnc3ccccc23)cc1 | ? | -11.3% | -3.6% | -38.6%[inhibitor] | 6.3% | 2.4% | 20.0% | 10.3%
CC(C)CCSc1nnc(N)s1 | 24.5% | -14.7% | 7.5% | i | 4.6% | -0.3% | -0.8% | 23.1%
O=C(CCCOc1ccc(Cl)cc1Cl)Nc1ccccn1 | 12.5% | 10.2% | 7.2% | -17.6% | 7.9% | 12.1% | 0.6% | 2.2%
CC(=O)NC(CC(=O)NC1CCCc2ccccc21)c1ccccc1 (centres undefined) | 0.0% | -3.9% | 19.1% | -5.9% | 5.5% | -5.0% | -1.6% | 7.8%
CCN(CC(=O)Nc1ccc2c(c1)OCCO2)c1nc(-c2cccnc2)nc2ccccc12 | -2.0% | -9.0% | -3.5% | -12.0%[57.5 µM] | 8.2% | 16.3% | 6.8% | 34.9%
O=C(CCCCCC(=O)N(CCO)CCO)N(CCO)CCO | -4.9% | -3.4% | -4.1% | i | -3.9% | 8.4% | -1.3% | -2.0%
Cc1cc(NC(=O)c2ccc3c(c2)OCO3)ccc1NC(=O)c1ccco1 | -6.7% | -2.5% | -1.8% | -8.7%[57.5 µM] | 2.5% | 0.0% | -4.2% | 12.7%
COc1cc(NC(=S)N2CCN(c3ccccn3)CC2)c(OC)cc1Cl | 24.4% | -7.3% | -6.2% | -21.6% | 11.6% | 0.6% | -3.1% | ·
COc1cc(OC)cc(-c2nnc(SCC(=O)N3CCCc4ccccc43)o2)c1 | ? | 7.4% | 0.0% | -20.4%[57.5 µM] | 7.0% | 10.6% | 18.4% | 21.3%

# Structures listed so far that contain fluorine (3):
SMILES | TDP43 rescue | EPAC1 antagonist | EPAC2 antag | PTHR1 ag | EPAC2 agonist | EPAC1 agonist | aSyn rescue | FUS suppressor
Cc1ccccc1CC(=O)N1CCCC(CNC(=O)c2ccc(F)cc2)C1 (centres undefined) | 6.3% | 0.3% | 6.1% | -0.1% | -0.6% | -0.9% | 0.4% | 8.4%
CCn1ccc2cc(S(=O)(=O)N3CCCN(C(=O)Nc4ccccc4C(F)(F)F)CC3)ccc21 | ? | · | · | i | · | · | 1.4% | 20.9%
Fc1ccc(CSc2ncnc3ccccc23)cc1 | ? | -11.3% | -3.6% | -38.6%[inhibitor] | 6.3% | 2.4% | 20.0% | 10.3%

# Going on with the list:
SMILES | TDP43 rescue | EPAC1 antagonist | EPAC2 antag | PTHR1 ag | EPAC2 agonist | EPAC1 agonist | aSyn rescue | FUS suppressor
COCCNC(=O)C1CCCN(C(=O)c2ccc3sccc3c2)CC1 (centres undefined) | -7.6% | -8.9% | -7.0% | 8.6% | -2.0% | -0.7% | -1.1% | -19.8%
CO/N=C/C(C#N)=C/c1cc(C(=O)c2ccc(F)cc2)cn1C | -13.4% | -4.7% | -1.1% | i | 2.7% | 11.1% | -3.8% | 3.1%
Cc1cc2c(cc1C)-n1nnnc1C(N1CCN(CC(=O)N3CCCC3)CC1)C(=O)N2 (centres undefined) | 13.4% | 12.3% | 0.1% | i | 3.2% | 3.7% | -7.5% | 4.3%
C(#Cc1ccccc1)CN1CCOCC1 | 15.7% | -0.9% | 0.4% | i | 3.2% | 7.1% | 0.3% | -5.8%
CCN(CC)S(=O)(=O)c1ccc(C(=O)NCCc2ccccn2)cc1 | -16.3% | -6.2% | 0.3% | i | 5.6% | 5.0% | -0.1% | -9.4%
CCCCCCN1C[C@@H](O)[C@H](n2cc(C3CC3)nn2)C[C@@H]1c1ccccc1 | 1.7% | -11.8% | -22.7% | i | 16.2% | -25.0% | 0.0% | 7.0%
Cc1nn(S(=O)(=O)c2cccs2)c(C)c1Sc1ccc([N+](=O)[O-])cc1 | 11.6% | ? | 4.8% | -30.6%[inhibitor][57.5 µM] | 6.4% | 15.0% | -5.2% | 22.9%
COC(=O)[C@]1(Cc2ccccc2)N[C@H](CN(C)C(=O)Nc2ccc(OC)cc2)[C@@H]2C(=O)N(Cc3ccccc3)C(=O)[C@@H]21 | -1.3% | -24.1% | -0.7% | 6.6% | 18.2% | -5.7% | -2.7% | 2.7%
CCc1cccc(CC)c1NC(=O)COC(=O)c1cccc(S(=O)(=O)N2CCc3ccccc3C2)c1 | 5.0% | 8.0% | -0.2% | i | -4.8% | -1.7% | -7.4% | -4.0%
CCCCNC(=O)NS(=O)(=O)c1ccc(NS(=O)(=O)c2ccccc2)cc1 | 3.0% | -2.5% | 7.4% | i | 4.4% | 6.3% | 3.6% | 27.6%
CCc1ccc(OCCNC(=O)c2cc(SC)ccc2Cl)cc1 | ? | ? | -10.7% | -40.2% | 9.3% | -4.0% | -3.9% | ·
Cc1[nH]c2ccc(C(=O)OC(C)C(=O)NCc3ccccc3)cc2c1C (centres undefined) | 0.0% | -17.2% | -6.1% | -26.5% | -3.7% | -7.7% | 4.7% | 15.7%
CC(NC(=O)c1sc2cc([N+](=O)[O-])ccc2c1Cl)C(C)(C)C (centres undefined) | -93.0%[inhibitor] | 0.5% | 9.5% | i | -7.8% | -8.8% | -35.7%[inhibitor] | -7.4%
O=C(Nc1cccnc1)c1cc(-c2ccco2)on1 | -16.9% | 2.8% | -7.2% | -52.2%[inhibitor][57.5 µM] | 14.6% | 7.1% | -5.3% | ?
CC(=O)c1c(C)[nH]c(C(=O)CN2C(=O)NC(C)(CCC(C)C)C2=O)c1C (centres undefined) | -2.4% | -2.5% | -8.0% | -2.8% | 9.8% | -4.7% | -2.5% | -11.1%
Cn1c(SCc2ccc(F)cc2)nnc1-c1ccncc1 | 18.0% | 1.7% | 3.8% | -5.3% | 0.8% | -2.1% | -1.7% | 18.6%
O=c1c2c([nH]c3ccccc13)CCCCC2 | -17.5% | 15.3% | 17.6% | -0.6% | 4.7% | -2.2% | -12.8% | -0.8%
Nc1nc(N)c(S(=O)(=O)c2ccccc2)c(Nc2ccc(F)cc2)n1 | 5.6% | · | · | -10.3% | · | · | -4.2% | -15.3%
O=C(CCCc1ccccc1)c1ccccc1 | 14.2% | -1.6% | -13.9% | -40.9%[inhibitor] | -2.0% | 4.7% | 1.8% | -6.5%
COc1ccc(/C(C)=N/NC(=O)C2C3CCCCC32)c(OC)c1 (centres undefined) | 6.6% | -13.1% | -6.9% | -5.3% | 3.1% | -8.1% | -3.2% | -2.4%
Brc1cc(Cc2nnc(-c3ccccc3)o2)c(Br)s1 | ? | 3.6% | -18.1% | -0.2% | 18.3% | 18.6% | 2.2% | 12.6%
O=C(Nc1ncc2c(n1)CC(c1ccco1)CC2=O)c1ccccc1 (centres undefined) | 5.6% | 0.6% | 11.7% | i | -10.4% | 3.3% | -4.0% | 7.3%
Cc1ccc(C(=O)NC(N2CCCC2)C(Cl)(Cl)Cl)cc1 (centres undefined) | 2.5% | -13.6% | -13.1% | 17.7% | 5.2% | -10.8% | -2.2% | -45.9%[inhibitor]
